GRIN3A LBD mod: modulates the human NR3A ligand-binding domain. NR3A LBD differential scanning fluorimetry, Tm shift; 0% = protein alone, 100% = glycine-bound protein. Tm shift relative to glycine control, % at 25 µM. 340,000 compounds, 2.5% hits. AID 1259313;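 active = melting temperature shift of at least 10% of the positive control shift, at one fixed dose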
SENP1 inh: blocks the human SENP1 SUMO protease catalytic domain. recombinant SENP1 catalytic domain, CyPet-SUMO1-YPet FRET cleavage. 360,000 compounds, 0.21% hits. inhibition, % at 10 µM. Q9P0U3. AID 624204;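 active = inhibition at least 30% at 10 µM, raw YFP signal under a set limit, fluorescence ratio 0.5 to 1.5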;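 note: 0% = enzyme with DMSO and 100% = no enzyme wells; some results filed as inactive read as strong as hits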
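Assay system: hSENP1 catalytic domain, recombinant. Amount: SENP1 enzyme, 20 pM final. Schedule: 50 min reaction, RT, dark. Technique: FRET, CFP and YFP emission. Control set: no-enzyme wells low, DMSO-plus-enzyme wells high control.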
hIAP activ: increases human intestinal alkaline phosphatase activity | P09923 | purified human IAP, CDP-Star luminescence, 30 min; hits give high values; 1 = vehicle-only enzyme, 0 = enzyme-free background | activation factor at 10 µM | 330,000 compounds, 0.16% hits | AID 2524;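 active = activation factor of the enzyme at least 2-fold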; note: the source names both 10 and 20 µM as test concentration; values of inactives mirror those of a sister screen read the other way
Target sequence (P09923 whole entry, looked up): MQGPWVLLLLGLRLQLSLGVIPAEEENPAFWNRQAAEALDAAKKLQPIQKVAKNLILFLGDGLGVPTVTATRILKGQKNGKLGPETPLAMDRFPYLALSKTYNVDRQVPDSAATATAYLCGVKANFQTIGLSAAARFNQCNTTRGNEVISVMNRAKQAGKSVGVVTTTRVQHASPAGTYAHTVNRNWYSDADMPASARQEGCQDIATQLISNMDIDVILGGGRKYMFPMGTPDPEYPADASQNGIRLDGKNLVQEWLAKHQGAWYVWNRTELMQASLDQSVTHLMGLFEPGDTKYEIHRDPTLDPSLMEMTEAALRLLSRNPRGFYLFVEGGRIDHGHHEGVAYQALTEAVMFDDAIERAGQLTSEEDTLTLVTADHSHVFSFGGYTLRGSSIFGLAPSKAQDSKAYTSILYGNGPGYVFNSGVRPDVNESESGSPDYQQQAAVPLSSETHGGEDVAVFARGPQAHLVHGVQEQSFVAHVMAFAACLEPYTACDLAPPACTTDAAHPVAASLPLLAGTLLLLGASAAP
MPTP inh: blocks calcium-induced mitochondrial swelling | isolated mouse mitochondria, Ca2+ swelling absorbance, 30 min | inhibition, % at 10 µM | 360,000 compounds, 1.4% hits;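 active = inhibition of 50% or more, scaled per plate between neutral and stimulator controls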;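 note: 0% = DMSO wells given calcium and 100% = 1 mM EGTA wells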
SENP6 inh: blocks the human protease SENP6; AID 2599; Recombinant SENP6 catalytic domain, aminoluciferin luminescence; Q9GZR1; 330,000 compounds, 1.8% hits; inhibition, % at 10 µM;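 active = inhibition above about 50% at the single tested dose, limit read from the data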;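 note: plate controls were DMSO wells with enzyme for no effect and DMSO wells lacking enzyme for full effect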
Target sequence (Q9GZR1 628-1112 limits assumed): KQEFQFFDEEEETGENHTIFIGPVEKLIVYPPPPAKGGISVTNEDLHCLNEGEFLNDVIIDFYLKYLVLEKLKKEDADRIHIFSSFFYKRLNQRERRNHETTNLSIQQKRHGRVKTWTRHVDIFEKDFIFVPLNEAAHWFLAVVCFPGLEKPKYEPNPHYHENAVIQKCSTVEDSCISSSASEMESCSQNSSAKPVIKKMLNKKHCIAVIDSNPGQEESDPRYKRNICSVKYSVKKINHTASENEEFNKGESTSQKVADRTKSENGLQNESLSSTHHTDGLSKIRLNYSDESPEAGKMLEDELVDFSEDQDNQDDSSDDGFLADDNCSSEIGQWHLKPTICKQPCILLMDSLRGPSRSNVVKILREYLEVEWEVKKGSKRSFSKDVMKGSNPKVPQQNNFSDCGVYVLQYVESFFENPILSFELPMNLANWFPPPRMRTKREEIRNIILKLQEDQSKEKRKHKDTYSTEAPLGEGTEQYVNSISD
ATG4B inh: blocks human ATG4B protease cleavage of LC3 substrate; 340,000 compounds, 0.51% hits; ATG4B cleavage of LC3-PLA2, NBD-HPC fluorescence, 1 h; inhibition, % at 8.33 µM; in the data active = inhibition above about 40%
PfGluPho inh: PfG6PD (Plasmodium falciparum) enzyme inhibition; PfGluPho enzyme, NADPH resazurin-diaphorase fluorescence; inhibition, % at 20 µM; 350,000 compounds, 0.78% hits; AID 504690;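 active = inhibition reaching at least a set limit at 20 µM in the primary screen, cut at about 59% in these data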;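 note: 0% = DMSO wells with substrate and 100% = DMSO wells lacking glucose-6-phosphate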
SENP8 block: SENP8 (human) protease inhibition; Q96LD8; AID 602440; 360,000 compounds, 0.64% hits; recombinant SENP8, Nedd8 substrate fluorescence; inhibition, % at 20 µM; in the data active = inhibition mostly above about 40%, no sharp cut-off; inactive = mostly below about 27%
Active calls of the source: *.

Results for C/C(=N/NC(=O)c1sc(NS(=O)(=O)c2ccccc2)nc1C)c1ccccc1 ?
GRIN3A LBD mod: -8.5; SENP1 inh: -9.4; hIAP activ: 0.951; MPTP inh: 2.0; SENP6 inh: -2.3; ATG4B inh: -8.0; PfGluPho inh: -19.6; SENP8 block: -226.5

Results for COc1cccc(CNC(=O)c2ccc(F)c(S(=O)(=O)N3CCCCC3)c2)c1 ?
SENP1 inh: 2.3; MPTP inh: 1.7; PfGluPho inh: -24.1; SENP8 block: 6.8

How did COc1ccccc1CNC(=O)COC(=O)/C=C/c1ccc(OC(F)F)c(OC)c1 do in these assays?
GRIN3A LBD mod: 1.9; SENP1 inh: 0.5; hIAP activ: 0.93; MPTP inh: -0.8; SENP6 inh: -4.4; ATG4B inh: -8.2; PfGluPho inh: -0.9; SENP8 block: -46.1

Results for CCOc1ccccc1/C=C/c1nc2ccccc2[nH]c1=O ?
GRIN3A LBD mod: 1.7; SENP1 inh: -25.1; hIAP activ: 1.02; MPTP inh: 1.3; SENP6 inh: 2.0; ATG4B inh: -1.9; PfGluPho inh: 42.4; SENP8 block: -325.4

How did Brc1ccccc1OCCNCc1ccccc1 do in these assays?
GRIN3A LBD mod: -1.0; SENP1 inh: 0.7; hIAP activ: 0.974; MPTP inh: 28.0; SENP6 inh: -19.7; ATG4B inh: -1.9; PfGluPho inh: 10.1; SENP8 block: 12.2

What do the screens show for `Cn1c(SCC(=O)Nc2ccc(F)cc2)nnc1-c1cccnc1`?
GRIN3A LBD mod: 0.3; SENP1 inh: 0.2; hIAP activ: 1.03; MPTP inh: -1.0; SENP6 inh: 0.7; ATG4B inh: -15.3; PfGluPho inh: 16.5; SENP8 block: 8.7

What do the screens show for `C=C(C)c1cccc(C(C)(C)NC(=O)Nc2ccc3[nH]c(=O)[nH]c3c2)c1`?
GRIN3A LBD mod: 9.4; SENP1 inh: -1.9; hIAP activ: 1.11; MPTP inh: -0.3; SENP6 inh: -8.5; ATG4B inh: -10.9; PfGluPho inh: -1.8; SENP8 block: 9.3

How did Cc1ccccc1C(=O)N1N=C(c2cccc(NS(C)(=O)=O)c2)CC1c1cccs1 (configuration not stated) do in these assays?
GRIN3A LBD mod: 2.8; SENP1 inh: 3.2; hIAP activ: 1.17; MPTP inh: 0.4; SENP6 inh: 5.6; ATG4B inh: -2.4; PfGluPho inh: -21.4; SENP8 block: 10.2

Results for CCCCOC(=O)CSC(=S)N(C)Cc1cccs1 ?
GRIN3A LBD mod: -2.6; SENP1 inh: 1.2; hIAP activ: 0.968; MPTP inh: -0.3; SENP6 inh: -29.8; ATG4B inh: 13.2; PfGluPho inh: 14.8; SENP8 block: 20.3

How did CCOC(=O)CNC(=O)c1cc2c(=O)[nH]c3ccc(C)cc3c2s1 do in these assays?
GRIN3A LBD mod: 2.8; SENP1 inh: 0.9; hIAP activ: 0.979; MPTP inh: 1.3; SENP6 inh: -6.6; ATG4B inh: -2.8; PfGluPho inh: 3.3; SENP8 block: -315.8

What do the screens show for `COc1ccc(/C=C(/NC(=O)c2ccccc2)C(=O)N/N=C/c2ccncc2)c(OC)c1`?
GRIN3A LBD mod: -0.7; SENP1 inh: -3.6; hIAP activ: 0.969; MPTP inh: -1.9; SENP6 inh: -0.9; ATG4B inh: -12.1; PfGluPho inh: -7.0; SENP8 block: -30.6

How did COc1ccc(Nc2nc(NCC3CCCO3)c3ccccc3n2)c(OC)c1 (configuration not stated) do in these assays?
GRIN3A LBD mod: -4.3; SENP1 inh: 0.3; hIAP activ: 1.14; MPTP inh: 1.7; SENP6 inh: -6.0; ATG4B inh: -6.3; PfGluPho inh: 23.2; SENP8 block: -48.6

What do the screens show for `CC(=O)Nc1ccc(NC(=O)C2CCC(CNS(=O)(=O)c3cccc4nsnc34)CC2)cc1` (configuration not stated)?
GRIN3A LBD mod: 2.7; SENP1 inh: 1.4; hIAP activ: 0.967; MPTP inh: -2.7; SENP6 inh: -50.5; ATG4B inh: -5.0; PfGluPho inh: -10.9; SENP8 block: 9.3

How did Cc1ccc(NC(=O)C2CCN(S(=O)(=O)c3ccc4c(c3)NC(=O)C(C)S4)CC2)c(Cl)c1 (configuration not stated) do in these assays?
GRIN3A LBD mod: -7.2; SENP1 inh: 8.5; hIAP activ: 1.18; MPTP inh: -0.6; SENP6 inh: 2.8; ATG4B inh: -13.5; PfGluPho inh: 10.2; SENP8 block: 3.2

How did Cc1ccc(S(=O)(=O)ON2C(=O)c3cccc4cccc(c34)C2=O)cc1 do in these assays?
GRIN3A LBD mod: 2.0; SENP1 inh: -3.1; hIAP activ: 0.983; MPTP inh: 1.8; SENP6 inh: -5.5; ATG4B inh: -18.6; PfGluPho inh: -2.6; SENP8 block: -309.2

Results for Cc1ccc(S(=O)(=O)N(C)c2ccc(OCC(=O)Nc3nc4c(ccc5ccccc54)s3)cc2)cc1 ?
GRIN3A LBD mod: -3.6; SENP1 inh: -5.6; hIAP activ: 1.01; MPTP inh: 12.6; SENP6 inh: 8.1; ATG4B inh: -7.5; PfGluPho inh: 2.6; SENP8 block: -11.5

How did CC1CCCN(C(=O)CCS(=O)(=O)c2ccc3c(c2)n(C)c(=O)c(=O)n3C)C1 (configuration not stated) do in these assays?
GRIN3A LBD mod: -0.8; SENP1 inh: 1.5; hIAP activ: 1.03; MPTP inh: -2.2; SENP6 inh: 5.7; ATG4B inh: 3.8; PfGluPho inh: -6.2; SENP8 block: -39.4

Results for Cc1cc(OCC(=O)Nc2ccncc2)c(C)cc1Br ?
GRIN3A LBD mod: -3.1; SENP1 inh: 0.1; hIAP activ: 1.06; MPTP inh: 97.8*; SENP6 inh: -28.6; ATG4B inh: -1.5; PfGluPho inh: 0.7; SENP8 block: 14.6

Results for Cc1cc(C)c(C(=O)/C=C/c2cccs2)c(=O)[nH]1 ?
GRIN3A LBD mod: -1.9; SENP1 inh: -1.9; hIAP activ: 0.915; MPTP inh: -0.4; SENP6 inh: -15.8; ATG4B inh: 3.9; PfGluPho inh: 10.7; SENP8 block: 6.8

What do the screens show for `COc1ccc(-c2nnc3ccc(SCC(=O)Nc4nc5ccccc5s4)nn23)cc1OC`?
GRIN3A LBD mod: 4.5; SENP1 inh: 0.4; hIAP activ: 1.04; MPTP inh: -0.2; SENP6 inh: -20.8; ATG4B inh: -27.6; PfGluPho inh: 6.7; SENP8 block: -11.9

How did COC(=O)c1ccccc1CON1C(=O)C(C)(C)N(OCc2ccccc2C(=O)OC)C(=O)C1(C)C do in these assays?
GRIN3A LBD mod: 0.5; SENP1 inh: -1.8; hIAP activ: 0.957; MPTP inh: -0.5; SENP6 inh: -4.2; ATG4B inh: -7.7; PfGluPho inh: -4.8; SENP8 block: 9.5

Results for C/C(=C\c1ccccc1)C(=O)N1CCN(c2cccc(C(F)(F)F)c2)CC1 ?
GRIN3A LBD mod: 3.1; SENP1 inh: 0.9; hIAP activ: 0.932; MPTP inh: 2.5; SENP6 inh: 13.3; ATG4B inh: 6.3; PfGluPho inh: 13.6; SENP8 block: 1.6

What do the screens show for `COc1ccc(NC(=S)NCc2cccs2)cc1`?
GRIN3A LBD mod: 9.7; SENP1 inh: -0.3; hIAP activ: 0.979; MPTP inh: -0.5; SENP6 inh: 9.7; ATG4B inh: 2.5; PfGluPho inh: -0.7; SENP8 block: 10.4

How did COC(=O)c1cc(C)nc(N)c1C#N do in these assays?
GRIN3A LBD mod: 0.3; SENP1 inh: -16.7; hIAP activ: 0.814; MPTP inh: -0.3; SENP6 inh: -7.8; ATG4B inh: -5.3; PfGluPho inh: 1.6; SENP8 block: -443.1

Results for CS(=O)(=O)c1[nH]nc(-c2cccc(Cl)c2)c1C#N ?
GRIN3A LBD mod: -108.1; SENP1 inh: -1.8; hIAP activ: 0.975; MPTP inh: 1.8; SENP6 inh: 31.2; ATG4B inh: -8.6; PfGluPho inh: 3.4; SENP8 block: 5.4

What do the screens show for `COc1ccc(C(=O)NCc2ccccn2)cc1`?
GRIN3A LBD mod: -1.1; SENP1 inh: 1.7; hIAP activ: 1.02; MPTP inh: -0.1; SENP6 inh: -4.4; ATG4B inh: -8.0; PfGluPho inh: -3.1; SENP8 block: 8.5

What do the screens show for `CC(=O)NCc1nc2ccccc2n1Cc1ccccc1F`?
GRIN3A LBD mod: 0.0; SENP1 inh: -3.0; hIAP activ: 0.914; MPTP inh: -1.1; SENP6 inh: 1.4; ATG4B inh: -9.1; PfGluPho inh: 17.3; SENP8 block: 12.9

Results for O=C(NCC(=O)N(c1ccccc1)C(C(=O)NC1CCCCC1)c1cccnc1)c1ccco1 (configuration not stated) ?
GRIN3A LBD mod: -3.0; SENP1 inh: 0.4; hIAP activ: 0.923; MPTP inh: -3.4; SENP6 inh: 18.6; ATG4B inh: -6.9; PfGluPho inh: -6.4; SENP8 block: 11.3

How did Cc1nn(C)cc1CN(C)C(=O)C1CCC(=O)N(CCc2cccc(F)c2)C1 (configuration not stated) do in these assays?
SENP1 inh: 2.7; MPTP inh: -0.7; PfGluPho inh: 13.7; SENP8 block: 15.1

What do the screens show for `CC(CNC(=O)COC(=O)c1cccnc1Cl)c1ccccc1` (configuration not stated)?
GRIN3A LBD mod: -2.2; SENP1 inh: 1.5; hIAP activ: 0.996; MPTP inh: -0.9; SENP6 inh: 0.1; ATG4B inh: -9.3; PfGluPho inh: -1.0; SENP8 block: -11.8

How did CC1CCCCC1NC(=O)CCCCn1c(=O)[nH]c2ccsc2c1=O (configuration not stated) do in these assays?
GRIN3A LBD mod: -3.5; SENP1 inh: 0.0; hIAP activ: 0.82; MPTP inh: 0.4; SENP6 inh: 7.0; ATG4B inh: -3.6; PfGluPho inh: -3.6; SENP8 block: 11.1

Results for Clc1ccc(-c2cccs2)nn1 ?
GRIN3A LBD mod: 0.3; SENP1 inh: 2.5; hIAP activ: 1.11; MPTP inh: -0.1; SENP6 inh: -2.3; ATG4B inh: 2.9; PfGluPho inh: 4.8; SENP8 block: 5.6

Results for O=c1[nH]c(NCCO)nc2ncn(Cc3ccccc3)c12 ?
GRIN3A LBD mod: -0.4; SENP1 inh: 1.5; hIAP activ: 1.16; MPTP inh: -0.2; SENP6 inh: -4.4; ATG4B inh: -17.8; PfGluPho inh: 8.4; SENP8 block: 25.7

Results for C=CCSc1nnc2c(n1)-c1cccc3cccc-2c13 ?
GRIN3A LBD mod: 1.4; SENP1 inh: 1.1; hIAP activ: 1.1; MPTP inh: -0.1; SENP6 inh: -14.5; ATG4B inh: -3.1; PfGluPho inh: -17.5; SENP8 block: 7.8

How did CN1CCC(N(C)C(=O)c2cc(-c3ccccc3Cl)nc3ccccc23)CC1 do in these assays?
GRIN3A LBD mod: -1.2; SENP1 inh: 0.4; hIAP activ: 0.925; MPTP inh: -0.5; SENP6 inh: -6.9; ATG4B inh: 6.8; PfGluPho inh: -11.0; SENP8 block: 12.2

Results for CC(=O)NCC(=O)NC1CCCc2c1cnn2-c1ccc(C(C)(C)C)cc1 (configuration not stated) ?
GRIN3A LBD mod: -5.9; SENP1 inh: 1.0; hIAP activ: 1.2; MPTP inh: 10.1; SENP6 inh: -6.0; ATG4B inh: -4.4; PfGluPho inh: -14.4; SENP8 block: 13.4

How did COc1ccc(SCC(=O)c2cc(C)c(OC(=S)N(C)C)c(C)c2)cc1 do in these assays?
GRIN3A LBD mod: 3.3; SENP1 inh: 0.4; hIAP activ: 0.95; MPTP inh: 0.0; SENP6 inh: -17.6; ATG4B inh: -12.4; PfGluPho inh: 26.2; SENP8 block: -5.9

Results for Cc1cccc(NS(=O)(=O)c2c(C)n[nH]c2C)c1 ?
GRIN3A LBD mod: 1.4; SENP1 inh: 2.3; hIAP activ: 0.936; MPTP inh: -0.4; SENP6 inh: -9.3; ATG4B inh: -0.3; PfGluPho inh: 16.3; SENP8 block: 1.0

Quoted at random: two records from the list
How did Cc1nn(C)cc1CN(C)C(=O)C1CCC(=O)N(CCc2cccc(F)c2)C1 (configuration not stated) do in these assays?
SENP1 inh: 2.7; MPTP inh: -0.7; PfGluPho inh: 13.7; SENP8 block: 15.1

What do the screens show for `COc1ccc(C(=O)NCc2ccccn2)cc1`?
GRIN3A LBD mod: -1.1; SENP1 inh: 1.7; hIAP activ: 1.02; MPTP inh: -0.1; SENP6 inh: -4.4; ATG4B inh: -8.0; PfGluPho inh: -3.1; SENP8 block: 8.5
